High-throughput results (PubChem)
HCV NS3 hel inh: inhibitors of Hepatitis C virus NS3 helicase. AID 1800. inhibition, % at 10.9 µM. 290,000 tested, 0.56% active. NS3 helicase DNA unwinding, Cy5 molecular beacon fluorescence;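 active = inhibition above the mean of all tested compounds plus 3 SD, set per campaign, cut at about 35% in these data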;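 also: 0% = DMSO wells and 100% = thioflavine S control wells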
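Control set: DMSO versus 110 µM thioflavine S; Material: NS3 helicase fragment of HCV; Measured by: Cy5 fluorescence at 0 and 60 min, beacon hairpin quenching; Read-out basis: percent inhibition from t60/t0 fluorescence ratio; Times: reaction time 60 min, 25 °C; Repeats: single replicate; Compound dosing: single dose, 10.9 µM nominal final, DMSO 0.8% final.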
MEKK2mut PB1 HTS: signal of MEK5 binding to mutant human MEKK2 PB1 domain; bead flow cytometry, Alexa488-MEK5 binding to MEKK2 mutant; 290,000 tested, 0.35% active; percent response, % at 10 µM; in the data active = percent response above about 24%, passing the limit was not always enough; also: inactives centre near 1; some results filed as inactive read as strong as hits
SUMO HTRF inh: SUMOylation inhibition. P63279. HTRF SUMOylation assay, SAE1/SAE2 + UBC9, in vitro. inhibition, % at 35 µM. 290,000 tested, 0.36% active. AID 2006; in the data active = inhibition above about 50%, passing the limit was not always enough; also: strong numbers were not always called active
Target sequence (P63279 whole entry, looked up): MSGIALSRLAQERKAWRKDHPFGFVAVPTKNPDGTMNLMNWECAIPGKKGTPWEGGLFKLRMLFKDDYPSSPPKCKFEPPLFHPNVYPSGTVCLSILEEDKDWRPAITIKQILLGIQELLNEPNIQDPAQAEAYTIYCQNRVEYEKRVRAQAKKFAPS
VIM-2 inhibitor: inhibitors of Pseudomonas aeruginosa VIM-2 metallo-beta-lactamase; purified VIM-2, nitrocefin hydrolysis, epi-absorbance fluorescence; inhibition, % at 5.6 µM; 290,000 tested, 0.89% active;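 active = inhibition above the mean of all tested compounds plus 3 SD, cutoff set per screening run, cut at about 7.5% in these data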;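 also: red hydrolysis product quenches plate fluorescence so inhibitors raise well fluorescence; 0% = enzyme with DMSO and 100% = DMSO without enzyme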
FID counter: displaces DNA intercalator in HCV helicase counter-screen; 290,000 tested, 0.17% active; inhibition, % at 7.9 µM; DNA fluorescent intercalator displacement, fluorescence; in the data active = inhibition above about 37%;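 also: 0% = vehicle and 100% = reference compound; higher means more ethidium bromide displaced from hairpin DNA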
NALP1 inh: inhibitors of NALP1 inflammasome in yeast; S. cerevisiae NALP1/ASC/caspase-1 growth, X-gal OD620, 72 h; 280,000 tested, 0.61% active; inhibition, % at 10 µM; AID 2071; in the data active = inhibition mostly above about 24%, no sharp cut-off; inactive = mostly below about 32%; also: some compounds called inactive have numbers as strong as hits
M18AAP inhibitor: blocks P. falciparum M18 aspartyl aminopeptidase | 290,000 tested, 1.2% active | AID 1822 | inhibition, % at 7.35 µM | recombinant PfM18AAP, H-Glu-NHMec fluorogenic cleavage;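 active = inhibition above the campaign mean inhibition over all tested compounds plus 3 SD, cut at about 28% in these data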;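 also: 0% = plate median of test compound wells and 100% = 2 mM ZnCl2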
IMP-1 inh: inhibitors of Pseudomonas aeruginosa IMP-1 metallo-beta-lactamase; purified IMP-1, nitrocefin hydrolysis, epi-absorbance fluorescence; inhibition, % at 5.6 µM; 290,000 tested, 0.45% active; AID 1556;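 active = inhibition above the mean plus 3 SD of all compounds in the same screening run, cut at about 4.5% in these data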;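 also: 0% = IMP-1 with DMSO and 100% = DMSO wells lacking enzyme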
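System: purified IMP-1; amount: IMP-1 0.2 nM before substrate addition; compound: single dose, 5.6 µM; times: 25 °C, 15 min preincubation, 25 min reaction; signal: Epi-absorbance via hydrolysed-nitrocefin quenching of white-plate fluorescence, 480/530 nm, EDTA stop; benchmarks: DMSO with and without IMP-1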
MEKK2wt PB1 HTS: raises or lowers MEK5 binding to wildtype human MEKK2 PB1 domain; Q9Y2U5; bead flow cytometry, Alexa488-MEK5 binding to MEKK2 WT; actives lie on both sides; binding response (% of control), % at 10 µM; 290,000 tested, 1.1% active; in the data active = binding response below about 67% or above about 130%
* marks the source's active call; other numbers are inactive results; / = not tested or not shown.

SMILES	HCV NS3 hel inh	MEKK2mut PB1 HTS	SUMO HTRF inh	VIM-2 inhibitor	FID counter	NALP1 inh	M18AAP inhibitor	IMP-1 inh	MEKK2wt PB1 HTS
O=C(Nc1cc(C(F)(F)F)ccc1N1CCOCC1)C1Cc2ccccc2CN1C(=O)c1ccco1 (stereo not drawn)	57*	-16	30	0.1	-50	2	-6	5.6*	82
COC(=O)c1cc(Cl)nc2ccccc12	-3	-7	7	-2.7	-1	8	-7	-1.3	93
Cc1ccc(NC(=O)CSCc2c(C)noc2C)cc1C	-2	6	21	-3.3	-3	16	1	-3.5	103
CC1CCCC(NS(=O)(=O)c2cc(Br)cnc2N)C1C (stereo not drawn)	-4	0	/	-0.5	-20	29	-5	-2.2	97
COc1ccc(N2CC(C(=O)Nc3nc4ccccc4s3)CC2=O)cc1 (stereo not drawn)	-13	-6	-9	-2.7	-25	/	2	-1.6	94
COc1ccc(C(=O)Nc2ccc(NC(=O)C3CC3)cn2)cc1	3	9	4	-2.1	-6	8	2	-3.5	110
O=C(Nc1ccc(NC(=O)c2ccco2)cc1)c1ccc2c(c1)OCCO2	4	0	27	0.7	-12	-11	0	-1.0	99
COc1cc(C(C(=O)NC2CCCC2)N(Cc2ccco2)C(=O)c2snc(C(N)=O)c2N)cc(OC)c1OC (stereo not drawn)	1	1	5	-2.8	-34	2	7	-5.4	103
O=[N+]([O-])c1ccc(Cl)c(/C=N/N2CCN(Cc3ccccc3Cl)CC2)c1	-2	22	-10	-3.4	2	-3	-10	-2.6	116
CCOc1ccc(NC(=O)C2C(c3ccccc3)C2(Cl)Cl)cc1 (stereo not drawn)	-15	11	-4	-1.0	-2	2	0	-3.4	112
NC(=O)NCC(c1ccccc1)C1CCCCC1 (stereo not drawn)	-1	3	6	-0.3	-5	-21	-4	0.0	108
CCOC(=O)CC(=O)CSc1nc2nc(C)cc(C)n2n1	-5	8	27	0.3	-13	7	2	-2.7	106
O=C1c2ccccc2C(=O)N1CCC(=O)N1CCCc2ccccc21	9	7	19	-3.2	-15	-16	-2	-6.5	94
COc1ccc(NC(=O)c2ccco2)cc1NC(=O)c1ccc(C#N)cc1F	4	2	23	-0.9	-31	13	0	-1.1	99
O=C(C(=O)N1CCN(c2ccccc2F)CC1)c1c[nH]c2ccccc12	-16	-4	3	-1.9	-13	1	0	-3.7	94
CC1CCCCC1NC(=O)COC(=O)c1ccc(S(=O)(=O)NCc2ccco2)cc1 (stereo not drawn)	4	-2	13	-4.5	-27	9	3	-8.2	94
COc1cccc(C(=O)NC(=O)Nc2cc(C)on2)c1	5	7	8	-1.3	-1	-11	-11	-2.8	101
N#CC(C#N)=Cc1ccccc1OCc1ccccc1	-2	3	19	0.7	-2	/	-15	-1.3	102
O=C(c1ccc(Cl)s1)N1CCCC(N2CCN(c3ccc(F)cc3)CC2)C1 (stereo not drawn)	-5	3	2	-1.3	-19	11	-2	-1.0	101
CCCCC[n+]1ccn(-c2nc3ccccc3nc2[N-]S(=O)(=O)c2ccccc2)c1	3	-8	5	-2.5	-31	7	-5	-3.3	106
Cc1cccc(NC(=S)N/N=C/c2cccc([N+](=O)[O-])c2)c1	14	4	-7	-1.8	4	19	-5	-1.4	102
O=C(Nc1nnc(SCc2ccc(Cl)cc2Cl)s1)C1COc2ccccc2O1 (stereo not drawn)	1	/	-1	-0.7	0	4	-4	-0.8	/
COc1cc(Cl)c(C)cc1NC(=O)c1ccc(NS(=O)(=O)c2ccc(F)c(F)c2)cc1	2	-3	26	-0.7	-2	14	-4	-0.7	90
Cc1noc(C)c1COC(=O)COc1cccc2c1OC(C)(C)C2	-7	3	5	-4.4	-16	7	-9	-3.6	97
Cc1cc(OCC[N+]2(C)CCCCC2)nc2ccccc12	0	-10	8	1.6	7	-7	-5	-1.1	91
CCN1CCc2nc3ccccc3c(C(=O)Nc3ccc(F)cc3)c2C1	7	4	9	-1.3	0	25	-5	-2.6	104
COc1ccc(C(=O)c2ccc([N+](=O)[O-])cc2)cc1S(=O)(=O)N1CCC(C(=O)O)CC1	2	9	14	-1.4	-27	4	0	-3.4	107
O=C(c1cccc(C(=O)N2CCN(c3ncccn3)CC2)c1)N1CCN(c2ncccn2)CC1	5	/	-7	-3.7	-28	-15	-1	-1.1	/
O=C1Cc2ccccc2Sc2ccc(Cl)cc21	-7	0	4	-0.7	0	16	-17	-1.3	96
CC(=O)Nc1ccccc1OC(=O)N1CCOCC1	2	5	-8	0.1	-5	1	-4	-3.9	105
CC(=O)N(CC(=O)Nc1sc(C)c(C)c1C(N)=O)Cc1ccccc1	2	-8	2	-1.9	-12	-2	2	-2.6	89
Cc1nc2ccccn2c1C(=O)NCC(C)C	-4	-1	-4	-0.2	-8	24	-9	-1.0	99
O=C(c1cc(-c2ccc(F)cc2)on1)N1CCCc2ccccc21	-5	3	4	-0.5	-10	4	-3	-2.7	101
COc1ccc(CCNC(=O)CCc2cc(OC)c(OC)c(OC)c2)cc1	0	2	-13	0.8	-17	-14	-2	-1.5	103
CCOC(=O)C1CCN(C(=O)Cn2nc(C)n3cccc3c2=O)CC1	6	3	14	-2.4	-12	30	3	-4.0	107
CCCCN(C)CCCNC(=O)c1ccc2c(c1)NC(=O)C(N1CCOCC1)S2 (stereo not drawn)	-1	8	-9	-0.2	2	14	-4	-4.0	113
CCCCCCCCC(=O)N1CCN(c2cc3c(cc2F)c(=O)c(C(=O)O)cn3CC)CC1	-5	7	0	-1.8	-9	-10	-3	-3.5	102
O=C(Nc1ccc(N2CCOCC2)c(Cl)c1)C1CCCCC1	2	1	-7	-3.4	-13	12	-1	-2.0	102
Cc1cc(Br)c(NC(=O)CN(C)CCOc2ccccc2)c(Br)c1	-8	-6	5	1.2	-23	-34	-14	-1.3	93
O=C(O)/C=C/C(=O)N1CCN(S(=O)(=O)c2cccc(C(F)(F)F)c2)CC1	-1	0	3	-1.9	2	0	2	-0.8	103
CNC(=O)N(C1=NCC(C)(C)S1)c1ccc(F)c(Cl)c1	-1	15	11	-1.4	-12	6	-3	-1.9	116
CC(C)CC(=O)NC1(C(F)(F)F)C(=O)Nc2c1c(=O)[nH]c(=O)n2Cc1ccco1 (stereo not drawn)	1	/	-10	-1.2	2	7	3	-3.0	/
COc1cccc(Oc2ccc(N)cn2)c1	-2	-6	15	-2.2	-4	12	1	-1.7	86
C=CCN1C(=O)C(Cc2ccc(OC)cc2)S/C1=N/N=C/c1ccco1 (stereo not drawn)	18	-1	19	-3.3	-10	25	1	-4.1	97
O=C(CNC(=O)C12CC3CC(CC(C3)C1)C2)N1CCN(S(=O)(=O)/C=C/c2ccccc2)CC1	4	5	9	-2.7	-10	27	2	-2.5	95
FC(F)(F)c1cccnc1N1CCN(c2ncnc3nc[nH]c23)CC1	-5	9	-2	0.5	-3	17	0	-1.6	100
COC(=O)Cc1csc(Nc2c(C)n(C)n(-c3ccccc3)c2=O)n1	6	2	-8	-0.7	-6	0	1	-1.3	106
CCCN1C(=O)/C(=C/C=C2\N(CC)c3ccccc3C2(C)C)SC1=S	-2	151*	-27	0.6	-2	-12	-3	-1.0	134
COc1c(C)cc(C(=O)C2CCCN(C(=O)c3cc(C)nc(C)n3)C2)cc1C (stereo not drawn)	-4	-12	-18	-3.8	-33	-18	1	-2.3	90
Cc1cc(S(=O)(=O)N2CCN(c3ccc(F)cc3)CC2)c(C)s1	-4	4	7	-0.5	-18	1	8	-2.8	105
CC(=O)NC1=C(C#N)C(c2ccccc2)c2c(ccc3ccccc23)O1 (stereo not drawn)	-1	-3	5	-2.9	-14	4	-5	-4.0	104
CCOC(=O)COn1c(=O)c(-c2ccc(OC)cc2)[n+]([O-])c2ccccc21	-3	6	8	-2.2	-10	16	2	-1.1	105
O=C1CN(C(=O)COc2ccc(Br)cc2F)c2ccccc2N1	-4	10	7	-0.3	-6	30	-2	0.6	105
CCCN(CCC)C(=O)Nc1cc(Cl)ccc1OC	9	-6	15	-0.8	-21	9	-19	-1.2	99
Cc1cc(Cl)ccc1NC(=O)/C=N/O	-8	4	15	-2.5	1	/	-1	-3.3	100
O=C(Nc1ccc2[nH]c(=O)[nH]c2c1)c1ccc(Br)o1	3	0	34	-1.6	-6	-8	-10	-3.0	101
Cn1c(N)c(C(=O)COC(=O)CCc2c[nH]c3ccccc23)c(=O)n(C)c1=O	0	2	6	1.8	-4	-18	-7	-2.1	104
COCCNc1nc(C(C)(C)C)nc2c1nnn2Cc1ccccc1Cl	-2	3	-20	-2.4	-1	-3	2	-2.6	98
O=C1NC(Nc2ccccn2)(C(F)(F)F)C(=O)N1c1ccc(F)cc1 (stereo not drawn)	-2	-8	20	-1.1	0	3	4	0.1	89
CC(=O)Nc1ccc(NC(=O)CNC(=O)COc2ccccc2)cc1	-2	5	12	-2.2	-3	-2	-1	-2.1	103
Next section.
SMILES	HCV NS3 hel inh	MEKK2mut PB1 HTS	SUMO HTRF inh	VIM-2 inhibitor	FID counter	NALP1 inh	M18AAP inhibitor	IMP-1 inh	MEKK2wt PB1 HTS
COC(=O)c1ccc(NC(=O)C2CCCN2S(=O)(=O)c2ccc(C)cc2)cc1 (stereo not drawn)	-2	-6	7	1.0	-14	14	2	-2.7	90
O=C(Nc1ccc(Cl)cn1)c1cccc(S(=O)(=O)N2CCCCC2)c1	-12	-2	22	0.4	-19	-10	0	-3.8	96
O=C(c1cccnc1)c1ncc(C(F)(F)F)cc1Cl	8	6	11	-2.9	-2	3	-3	-1.5	109
O=C(N/N=C/c1cccc(F)c1)c1cc(-c2ccco2)nc2ccccc12	40*	6	79*	-1.1	-6	-2	10	-2.7	109
C=CCc1cccc2cc(C(=O)Nc3ccc(CC(=O)O)cc3)c(=O)oc12	-5	1	20	0.3	-27	5	6	-1.0	101
CC(c1cccs1)N(C)Cc1nc(CCc2ccccc2)no1 (stereo not drawn)	6	2	1	-3.4	-14	2	2	-2.7	101
Cc1cc(=O)oc(C)c1C(=O)Nc1cccc(F)c1	-18	3	13	-3.0	1	-14	-2	-2.4	105
O=C(NCc1ccccc1)/C(=N\O)c1ccccc1	-5	2	22	-2.1	3	4	-6	-2.5	103
COc1ccc(/C(O)=C2\C(=O)C(=O)N(CC3CCCO3)C2c2cc(OC)ccc2OC)cc1 (stereo not drawn)	7	0	7	-2.3	-36	-1	8	-3.0	92

No new results follow: 4 of the compounds above.
SMILES	HCV NS3 hel inh	MEKK2mut PB1 HTS	SUMO HTRF inh	VIM-2 inhibitor	FID counter	NALP1 inh	M18AAP inhibitor	IMP-1 inh	MEKK2wt PB1 HTS
COC(=O)c1ccc(NC(=O)C2CCCN2S(=O)(=O)c2ccc(C)cc2)cc1 (stereo not drawn)	-2	-6	7	1.0	-14	14	2	-2.7	90
O=C(Nc1ccc(Cl)cn1)c1cccc(S(=O)(=O)N2CCCCC2)c1	-12	-2	22	0.4	-19	-10	0	-3.8	96
O=C(c1cccnc1)c1ncc(C(F)(F)F)cc1Cl	8	6	11	-2.9	-2	3	-3	-1.5	109
O=C(N/N=C/c1cccc(F)c1)c1cc(-c2ccco2)nc2ccccc12	40*	6	79*	-1.1	-6	-2	10	-2.7	109
